Screening results as filed in PubChem BioAssay.
HDAC3 inh – human HDAC3 inhibition | recombinant HDAC3, fluorogenic peptide/trypsin coupled, fluorescence | AID 2718 | 320,000 compounds, 0.15% hits | inhibition, % at 8.3 µM; in the data active means inhibition above about 26%, passing the limit was not always enough
Target sequence (O15379 whole entry, looked up): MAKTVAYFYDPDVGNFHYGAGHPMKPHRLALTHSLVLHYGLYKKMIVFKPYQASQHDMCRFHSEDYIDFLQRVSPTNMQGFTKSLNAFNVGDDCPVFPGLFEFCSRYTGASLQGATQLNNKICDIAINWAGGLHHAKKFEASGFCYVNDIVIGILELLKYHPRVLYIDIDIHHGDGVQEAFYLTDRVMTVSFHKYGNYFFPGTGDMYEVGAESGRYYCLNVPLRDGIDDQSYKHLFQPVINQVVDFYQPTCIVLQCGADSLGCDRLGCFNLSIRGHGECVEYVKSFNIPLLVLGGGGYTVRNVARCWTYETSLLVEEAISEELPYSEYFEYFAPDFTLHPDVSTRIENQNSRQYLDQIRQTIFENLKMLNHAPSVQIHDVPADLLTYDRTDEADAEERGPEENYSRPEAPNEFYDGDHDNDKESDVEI
KCNK3 inh – human KCNK3 channel inhibition, primary screen | CHO-KCNK3 thallium flux, FluxOR fluorescence; stronger effect = lower value | B-score at 10 µM | 340,000 compounds, 0.84% hits;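 active means B-score under library mean minus 4 SD, starting fluorescence ratio at most library mean plus 5 SD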;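 further: more negative B-score means stronger inhibition of thallium flux through KCNK3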
Target sequence (O14649 whole entry, looked up): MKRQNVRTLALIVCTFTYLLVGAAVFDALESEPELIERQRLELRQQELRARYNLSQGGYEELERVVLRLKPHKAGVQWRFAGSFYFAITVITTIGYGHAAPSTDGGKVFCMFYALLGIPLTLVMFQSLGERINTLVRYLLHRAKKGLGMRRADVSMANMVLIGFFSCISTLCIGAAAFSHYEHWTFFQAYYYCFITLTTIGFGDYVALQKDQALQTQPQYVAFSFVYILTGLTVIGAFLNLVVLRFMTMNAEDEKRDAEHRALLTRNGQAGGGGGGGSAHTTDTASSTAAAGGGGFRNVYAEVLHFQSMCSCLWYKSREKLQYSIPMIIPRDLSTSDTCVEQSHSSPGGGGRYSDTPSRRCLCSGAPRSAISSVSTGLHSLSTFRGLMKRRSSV
KCNK9 inh – inhibitors of human KCNK9 two-pore domain potassium channel; AID 488922; B-score at 10 µM; HEK293 KCNK9, FluxOR thallium flux fluorescence; stronger effect = lower value; 310,000 compounds, 1.2% hits; Q9NPC2;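 active means ratio B-score over 3 SD below the library mean, with starting fluorescence within 5 SD of its mean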;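 further: negative B-score means less thallium flux so channel inhibition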
hERG rescue – hERG (human) protection from proarrhythmic block. Q12809. CHO-hERG, FluxOR thallium flux, dofetilide IC70 present. activation (rescue from dofetilide block), less the hit threshold, % at 10 µM. 310,000 compounds, 0.51% hits. AID 1511;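 active means activation above the mean of controls blocked by dofetilide plus 5 SD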;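 further: thallium influx through hERG after potassium depolarization seen as dye fluorescence rise; in these data hits start at about 4.7%; inactives centre near -7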
DYRK1A inh – Dyrk1A (rat) kinase inhibition; ADP-Glo luminescence, NFATc1 peptide; inhibition, % at 12.5 µM; 310,000 compounds, 0.43% hits; AID 504441; in the data active means inhibition above about 50%;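 further: plate controls were vehicle with enzyme for no effect and no enzyme for full effect; many of its hits are not listed in these tables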
TRPC4 PAM – TRPC4 (mouse) allosteric potentiation; B-score at 10 µM; 310,000 compounds, 0.42% hits; Q9QUQ5; HEK293 TRPC4beta/mu-opioid, DAMGO EC20, Fluo-4 Ca2+ flux; stronger effect = higher value;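 active means B-score of calcium response area above 5 SD of library B-scores, with initial fluorescence ratio within 5 SD of library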;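 further: B-score of integrated fluorescence ratio over time as area under calcium response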
TMEM16A inh – blocks the mouse calcium-activated chloride channel TMEM16A; Q8BHY3; HEK293 TMEM16A/YFP iodide influx fluorescence, ionomycin; normalized B-score (activity score, 25-100; higher = stronger inhibition) at 10 µM; 310,000 compounds, 1.2% hits; AID 588511;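 active means ratio plate-corrected score three or more library SD toward inhibition, starting fluorescence score within five deviations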;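 further: score derived from kinetic fluorescence span divided by baseline fluorescence per well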
TMEM16A act – activators or potentiators of mouse TMEM16A chloride channel. 340,000 compounds, 0.3% hits. AID 623877. B-score at 10 µM. HEK293 TMEM16A/YFP-H148Q/I152L, iodide quench fluorescence; stronger effect = lower value. Q8BHY3;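 active means fluorescence-ratio B-score plate-corrected deviation score at least 3 library SD below zero, with starting fluorescence score within 5 deviations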;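 further: channel opened by trigger with iodide after compound preincubation; score built on the fluorescence ratio of max minus min over baseline; more negative score means more quench and so TMEM16A activation or potentiation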
KCNQ1 block – inhibitors of human KCNQ1 potassium channel; CHO-K1 KCNQ1, FluxOR thallium flux fluorescence; stronger effect = higher value; AID 2642; B-score at 10 µM; P51787; 310,000 compounds, 1.3% hits;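 active means compounds whose thallium flux B-score, printed positive for inhibition, exceeds three library SD while starting fluorescence stays within three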;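 further: channel opened by potassium depolarization with thallium stimulus after 20 min compound exposure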
TRPC4 agonist – TRPC4 (mouse) channel activation; Q9QUQ5; HEK293 TRPC4beta/mu-opioid, Fluo4 calcium fluorescence; stronger effect = higher value; B-score at 10 µM; 310,000 compounds, 0.49% hits; AID 2237;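 active means B-score above 5 SD of library B-scores, and initial fluorescence ratio not above library mean plus 5 SD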;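 further: positive B-score marks a calcium rise read as TRPC4 activation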
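Technique: kinetic Fluo4 calcium fluorescence; Test system: TRPC4beta and mu-opioid receptor HEK293 stable cells; Measure: B-scored integrated calcium fluorescence ratio; Benchmarks: low control buffer alone, high control maximal DAMGO; Schedule: 45 min room-temperature Fluo4 loading, 110 s read.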
KCNQ1 pot – human KCNQ1 channel potentiation or activation; AID 2648; P51787; CHO-K1 KCNQ1, thallium flux FluxOR fluorescence; stronger effect = higher value; 310,000 compounds, 0.35% hits; B-score at 10 µM;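 active means fluorescence ratio B-score, a plate-corrected score, at least three library SD, with initial intensity B-score within 5 SD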
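Assay system: CHO-K1 cells stably expressing KCNQ1; Medium: assay buffer with matched DMSO; Also added: K+/Tl+ depolarizing stimulus; Dosing: single dose; Timing: dye 90 min, compound 20 min, room temperature; Measured by: kinetic FluxOR thallium fluorescence, 10-s 1-Hz baseline, 110-s post-stimulus read; Read-out: peak-minus-minimum fluorescence over initial fluorescence, negative-control normalized, B-scored.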
* marks the source's active call; other numbers are inactive results; i = inactive; . = no result given; & = joins results of further samples. A portion of the library (hit frequency here may not be typical).

SMILES	HDAC3 inh	KCNK3 inh	KCNK9 inh	hERG rescue	DYRK1A inh	TRPC4 PAM	TMEM16A inh	TMEM16A act	KCNQ1 block	TRPC4 agonist	KCNQ1 pot
CCCSCCCNC(=O)CN1C(=O)COc2ccc(S(=O)(=O)N3CCCC3)cc21	.	i	i	-7	5	i	i	i	i	i	i
O=C(O)CC(C(=O)Nc1ccc(F)cc1)C1CCCO1 (stereo not given)	-3	i	i	-6	-4	i	i	i	i	i	i
COc1ccc(N(CC(=O)Nc2ccc(Cc3ccncc3)cc2)S(=O)(=O)c2ccccc2)cc1	9	i	i	-5	-1	i	i	i	i	i	i
S=C(NCc1ccncc1)Nc1ccc(Cl)c(Cl)c1	5	i	i	-13	6	i	i	i	6*	i	i
Cc1ccccc1N(CC(=O)NC1CCCC1)C(=O)C1(C)CC(=O)N=C2C=CC=CN21 (stereo not given)	-48	i	i	-8	-3	i	i	i	i	i	i
Cc1cc(C(=O)Nc2ccc(S(=O)(=O)N3CCCC3)cc2)cs1	5	i	i	-7	5	i	i	i	i	i	i
CCCNC(=O)N[C@@H](CCSC)C(=O)OC	4	i	i	-10	4	i	i	i	i	i	i
Cc1cc(Cl)nc(Cl)c1C(=O)NC(=O)NCCC(C)C	-1	i	i	-19	-10	i	i	i	i	i	i
Cc1cc(C)cc(SCc2noc(C(=O)NCCN(C)C)c2C(=O)NCCN(C)C)c1	4	i	i	-6	6	i	i	i	i	i	i
CSc1nnnn1-c1ccc(C(=O)O)cc1	-4	i	i	-4	-1	i	i	i	i	i	i
COc1ccc(OCC(=O)Nc2ccc3nc(C)sc3c2)cc1	2	i	i	-10	.	i	i	i	i	i	i
Cc1ccc(S(=O)(=O)NCc2ccccc2)cc1C(=O)N1CCCC(C(F)(F)F)C1 (stereo not given)	2	i	i	-9	-1	i	i	i	i	i	i
COc1cc(OC)cc(C(=O)N2CCCc3ccccc32)c1	.	i	i	0	-1	i	i	i	i	i	i
CCN(C(=O)c1ccc(NC(C)=O)cc1)c1ccccc1	1	i	i	-8	-19	i	i	i	i	i	i
Cc1ccc(Nc2cc(C)nc3ncnn23)c(C)c1	-5	i	i	-7	-1	i	i	i	i	i	i
CCc1nc(SCc2ccc(OCC(C)C)cc2)n[nH]1	9	i	i	-12	3	i	i	i	i	i	i
CC12CCC(C(=O)NNc3ccccc3)(C(=O)C1=O)C2(C)C (stereo not given)	-3	i	i	-2	-23	i	i	i	i	i	i
COc1ccccc1NC(=O)Nc1cccc(C)n1	-1	i	i	-3	0	i	i	i	i	i	i
Cn1c(=O)c2c(nc(Cc3ccccc3)n2C)n(C)c1=O	2	i	i	-5	2	i	i	i	i	i	i
Cc1ccccc1NC(=O)c1cc[n+]([O-])cc1	1	i	i	-7	-5	i	i	i	i	i	i
CCN1CCN(C(=O)CN2C(=O)COc3ccc(C)cc32)CC1	-1	i	i	-5	-5	i	i	i	i	i	i
CCCN1C(=S)SC(C)(C)C1/[N+]([O-])=C/c1ccc(S(=O)(=O)NC)cc1 (stereo not given)	6	i	i	-14	-2	i	i	i	i	i	i
CCOC(=O)c1cc(NC(=O)COC)ccc1O	-1	.	i	-8	.	i	i	.	i	i	i
O=C(COc1ccc(Cl)cc1)N(Cc1ccco1)C1CCS(=O)(=O)C1 (stereo not given)	0	i	i	-12	-2	i	i	i	i	i	i
CCOC(=O)c1c(N)n(CCOC(=O)c2cccs2)c2nc3ccccc3nc12	-7	i	i	-7	.	i	i	i	i	i	i
COc1ccc2nccnc2c1[N+](=O)[O-]	0	i	i	-7	14	i	i	i	i	i	i
Cc1nc2cc(N)ccc2n1C1CCCCC1	5	i	i	-9	-5	i	i	i	i	i	i
CCN(CC)S(=O)(=O)c1ccc(C(=O)Nc2cc(C)on2)cc1	-6	i	i	-12	0	i	i	i	i	i	i
COC(=O)c1ccc(COC(=O)C(CCS(C)(=O)=O)N2C(=O)c3ccccc3C2=O)cc1 (stereo not given)	-9	i	i	-7	-4	i	i	i	i	i	i
CCCC(=O)Nc1nc(-c2ccc(OC)cc2)cs1	-1	i	i	0	8	i	i	i	i	i	i
O=C(CSc1ccc(Cl)cc1)NCC1CCCO1 (stereo not given)	10	i	i	-10	3	i	i	i	i	i	i
Cc1cccn2cc(CNC(=O)c3ccc(Br)o3)nc12	4	i	i	-15	-1	i	i	i	i	i	i
CCN(CC)S(=O)(=O)c1cccc(NC(=O)COC(=O)C2CC3C=CC2C3)c1 (stereo not given)	3	i	i	-13	-2	i	i	i	i	i	i
CC(C)CCN1C(=O)c2ccc(C(=O)N3CCCCC3)cc2C1=O	-2	i	i	-10	15	i	i	i	i	i	i
CC1Cc2ccccc2N1C(=O)CN1C(=O)COc2ccccc21 (stereo not given)	-8	i	i	-5	-2	i	i	i	i	i	i
CCc1ccc(-c2cc(C)no2)cc1S(=O)(=O)NCCc1ccc(S(N)(=O)=O)cc1	5	i	i	-9	.	i	i	-4.7*	i	i	i
O=C(COc1ccc(Br)cc1)Nc1ccccc1C(=O)NC1CC1	2	i	i	-17	12	i	i	i	i	i	i
CN1CCN(C(=O)c2cc3nc(-c4ccccc4)cc(C(F)(F)F)n3n2)CC1	-4	i	i	-3	-3	i	i	i	i	i	i
CN(C)CCCNc1nc(-c2ccccc2)nc2ccccc12	5	i	i	-10	.	i	i	i	i	i	i
CCn1c(CSCc2ccccc2)n[nH]c1=S	-3	i	i	-5	1	i	i	i	i	i	i

Reformatted: entries from further up
O=C(CSc1ccc(Cl)cc1)NCC1CCCO1 (stereo not given)
  HDAC3 inh = 10
  KCNK3 inh = i
  KCNK9 inh = i
  hERG rescue = -10
  DYRK1A inh = 3
  TRPC4 PAM = i
  TMEM16A inh = i
  TMEM16A act = i
  KCNQ1 block = i
  TRPC4 agonist = i
  KCNQ1 pot = i

Cc1cccn2cc(CNC(=O)c3ccc(Br)o3)nc12
  HDAC3 inh = 4
  KCNK3 inh = i
  KCNK9 inh = i
  hERG rescue = -15
  DYRK1A inh = -1
  TRPC4 PAM = i
  TMEM16A inh = i
  TMEM16A act = i
  KCNQ1 block = i
  TRPC4 agonist = i
  KCNQ1 pot = i

CCN(CC)S(=O)(=O)c1cccc(NC(=O)COC(=O)C2CC3C=CC2C3)c1 (stereo not given)
  HDAC3 inh = 3
  KCNK3 inh = i
  KCNK9 inh = i
  hERG rescue = -13
  DYRK1A inh = -2
  TRPC4 PAM = i
  TMEM16A inh = i
  TMEM16A act = i
  KCNQ1 block = i
  TRPC4 agonist = i
  KCNQ1 pot = i

(further entries)
SMILES	HDAC3 inh	KCNK3 inh	KCNK9 inh	hERG rescue	DYRK1A inh	TRPC4 PAM	TMEM16A inh	TMEM16A act	KCNQ1 block	TRPC4 agonist	KCNQ1 pot
C#CCn1c(=NC(=O)CSC(C)=O)sc2cc(F)ccc21	-3	i	-7.8*	0	1	i	i	i	i	i	i
CN(C)C(CNC(=S)Nc1ccc(F)cc1)c1cccnc1 (stereo not given)	4	i	i	-9	-3	i	i	i	i	80*	i
Cc1ccc(SCc2[nH]nc3c2C2(C(=O)Nc4ccc([N+](=O)[O-])cc42)C(C#N)=C(N)O3)cc1 (stereo not given)	15	i	i	-7	7	i	i	i	i	i	i
O=C(Nc1n[nH]c(C(F)(F)F)n1)c1cccs1	4	i	i	-4	-7	i	i	i	i	i	i
c1ccc(C2=Nn3c(Cn4nnc5ccccc54)nnc3SC2)cc1	-9	i	i	-9	.	i	i	i	i	i	i
CNS(=O)(=O)Cc1ccc2[nH]cc(CCN(C)C)c2c1	1&15	i	i	-4&-2	17&0	i	i	i	i	i	i
Cc1ccccc1N/C(=N/S(=O)(=O)c1ccccc1)c1ccc(F)cc1	.	i	i	-6	-1	i	i	i	i	i	i
COCC1CCN(Cc2nc(COc3ccccc3)no2)C1 (stereo not given)	-2	i	i	-11	-3	i	i	i	i	i	i
CCOc1ccc(C(=O)N/N=C/c2cc(Cl)ccc2[N+](=O)[O-])cc1	1	i	i	-2	0	i	i	i	i	i	i
CC(/C=N/NC(=O)c1cc(C(C)(C)C)[nH]n1)=C\c1ccccc1	1	i	i	-4	19	i	i	i	i	i	i
Nc1nnc(/C=C/c2cccc([N+](=O)[O-])c2)s1	3	i	i	-2	5	i	i	i	i	i	i
Cc1ccc2cc(C(c3nnnn3C3CCCC3)N(Cc3ccco3)Cc3cccs3)c(=O)[nH]c2c1 (stereo not given)	7	i	i	-13	4	i	i	i	i	i	i
COC(=O)CN1C(=O)[C@H]2[C@@H](c3ccc(C)o3)N3C(=O)CN(Cc4ccccn4)C(=O)[C@@]3(Cc3ccccc3)[C@H]2C1=O	8	i	i	-12	5	i	i	i	i	i	i
O=C(CCN1C(=O)C2C3CCC(C3)C2C1=O)Nc1ccc(F)cc1 (stereo not given)	.	i	i	-4	-2	i	.	i	i	i	i
O=C(COC(=O)c1cccnc1Cl)Nc1nc(-c2ccccc2)cs1	-1	i	i	-16	3	i	i	i	i	i	i
COc1ccc(/C=N/NC(=O)COc2ccc3ccccc3c2)c(C(=O)O)c1OC	-5	i	i	-1	-3	i	i	i	i	i	i
C/C(=N\NC(=O)CNc1cccc(C(F)(F)F)c1)c1cccc(Br)c1	9	i	i	-9	-4	i	i	i	i	i	i
COCC(=O)NC(C)c1nc2ccccc2[nH]1 (stereo not given)	-4	i	i	-11	-2	i	i	i	i	i	i
Cc1sc2nc(C3CCCCC3)nc(SCC(=O)N3CC(=O)Nc4ccccc43)c2c1C	3	i	i	-8	1	i	i	i	i	i	i
NC(=O)c1ccc(C(F)(F)F)n(Cc2c(Cl)cccc2Cl)c1=O	-2	i	i	-4	3	i	i	i	i	i	i
COc1ccc(OC)c(N(CC(=O)Nc2cccnc2)S(=O)(=O)c2ccc(C)cc2)c1	-3	i	i	-9	-5	i	i	i	i	i	i
CCCn1c(N)c(N(CCOC)C(=O)C(C)Oc2ccc(F)cc2)c(=O)[nH]c1=O (stereo not given)	0	i	i	-12	6	i	i	i	i	i	i
Cc1ccc(C(=O)NCCNC(=O)COc2ccc(C)c(C)c2)cn1	0	i	i	-4	-2	i	i	i	i	i	i
COc1ccc(NC(=O)c2cc(-c3cccnc3)nc3c(C)c(C)ccc23)c(OC)c1	0	i	i	-18	-3	i	i	i	i	i	i
O=C(Nc1ccc([N+](=O)[O-])cn1)c1ccc2c(c1)OCO2	0	i	i	-7	-5	i	i	i	i	i	i
